# Scp-1 inhibitor = Scp-1 phosphatase inhibitors, primary screen, biochemical, colorimetric, uHTS; Recombinant Scp1, phosphopeptide, malachite green phosphate absorbance; inhibition, % at 20 µM; Carboxy-terminal domain RNA polymerase II polypeptide A small phosphatase 1 (Homo …; 340,000 tested, 0.88% active;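 active means inhibition above about 50% at 20 µM, limit read from the data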;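 further: plate controls were DMSO wells with enzyme for no effect and wells lacking enzyme for full effect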
#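 Test system: SCP-1 phosphatase catalytic domain, residues 76-261; measured by: colorimetric phosphate reagent with accelerator and stabiliser, absorbance at 630 nm; timing: enzyme reaction 45 min at room temperature, colour 5 min, stabilisation 30 min; also added: Phosphorylated 17-residue peptide substrate; compound dosing: one concentration, 20 µM, with 1.0% DMSO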
# NadD block = inhibitors of S. aureus NadD, primary screen, biochemical, colorimetric, uHTS; Nicotinate-nucleotide adenylyltransferase NadD (Staphylococcus aureus N315); purified NadD enzyme, colorimetric absorbance read-out; inhibition, % at 20 µM; 360,000 tested, 0.78% active; in the data active means inhibition above about 26%; further: some compounds past the cut are filed as inactive
# NRP1-CendR mod = modulators of CendR peptide binding to NRP-1, primary screen, biochemical, fluorescence polarization, uHTS; Neuropilin-1 (Homo sapiens), O14786; FAM-RPARPAR peptide binding to NRP-1; inhibition, % at 25 µM; 360,000 tested, 0.85% active; AID 602438, 2012;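 active means inhibition or corrected inhibition above about 18%, plus a signal ratio from 0.5 to 1.5, limit read from the data, passing the limit was not always enough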; further: strong numbers were not always called active
# Target sequence (O14786 whole entry, looked up): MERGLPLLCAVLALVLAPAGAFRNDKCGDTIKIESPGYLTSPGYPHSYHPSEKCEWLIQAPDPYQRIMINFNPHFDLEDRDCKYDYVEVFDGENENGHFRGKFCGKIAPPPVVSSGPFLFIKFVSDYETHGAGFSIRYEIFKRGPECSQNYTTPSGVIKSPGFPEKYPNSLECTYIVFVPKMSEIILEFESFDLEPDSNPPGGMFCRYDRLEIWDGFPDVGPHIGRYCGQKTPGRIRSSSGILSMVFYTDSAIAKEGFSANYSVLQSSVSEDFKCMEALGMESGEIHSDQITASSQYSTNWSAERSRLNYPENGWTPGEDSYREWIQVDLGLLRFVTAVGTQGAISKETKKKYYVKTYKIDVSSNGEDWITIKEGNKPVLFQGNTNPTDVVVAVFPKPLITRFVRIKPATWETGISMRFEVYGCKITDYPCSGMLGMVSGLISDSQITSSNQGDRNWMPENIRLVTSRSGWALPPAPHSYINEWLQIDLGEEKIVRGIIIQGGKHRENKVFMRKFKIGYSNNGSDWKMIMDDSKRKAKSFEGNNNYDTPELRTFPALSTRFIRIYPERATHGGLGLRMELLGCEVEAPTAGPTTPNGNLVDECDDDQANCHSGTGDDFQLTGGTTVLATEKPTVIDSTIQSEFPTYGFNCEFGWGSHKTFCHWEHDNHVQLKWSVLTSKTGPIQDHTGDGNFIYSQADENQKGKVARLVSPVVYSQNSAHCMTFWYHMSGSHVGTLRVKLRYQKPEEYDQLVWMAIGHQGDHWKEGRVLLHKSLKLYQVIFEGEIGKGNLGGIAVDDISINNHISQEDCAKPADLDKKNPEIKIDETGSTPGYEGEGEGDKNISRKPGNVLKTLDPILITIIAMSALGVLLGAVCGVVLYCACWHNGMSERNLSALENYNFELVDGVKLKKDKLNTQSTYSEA
# DNMT1 inh = human DNMT1 methyltransferase inhibitors, primary screen, biochemical, molecular beacon, fluorescence, HinP1I cleavage, uHTS; inhibition (reported as % activation of signal), % at 10 µM; 360,000 tested, 0.83% active; AID 588458, 2011; in the data active means inhibition above about 50%
# SKN-1 block = suppressors of acrylamide-induced Pgst-4::GFP reporter in worms, primary screen, SKN-1 inhibitor project, whole organism, uHTS, GFP/RFP fluorescence ratio, strain VP596; C. elegans VP596 Pgst-4::GFP/RFP ratio, 24 h; inhibition, % at 21.8 µM; 360,000 tested, 0.49% active; AID 624304, 2012;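 active means interference check ratio from 0.5 to 1.5 plus GFP to RFP signal ratio inhibition reaching or exceeding a fixed threshold, cut at about 30% in these data, passing the limit was not always enough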; further: some compounds called inactive have numbers as strong as hits
# LMPTP inh = LMPTP phosphatase inhibitors, primary screen, biochemical, fluorescence intensity, uHTS. Low molecular weight phosphotyrosine protein phosphatase (Homo sapiens), P24666. recombinant LMPTP-A, OMFP fluorogenic substrate. inhibition, % at 20 µM. 360,000 tested, 0.22% active;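 active means compounds that cut the enzyme signal by at least half of the control window in the single-dose screen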;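 further: plate controls were DMSO wells with enzyme plus substrate for no effect and substrate without enzyme for full effect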
#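 Test system: LMPTP-A phosphatase enzyme. Amount: LMPTP-A at 0.625 nM final in the reaction. Reagent: OMFP substrate, 400 µM final. Times: 50 min at room temperature. Signal: endpoint fluorescence intensity from OMFP dephosphorylation. Read-out basis: % inhibition. Benchmarks: no-enzyme and uninhibited controls.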
# MT1-MMP act inh = blockers of MT1-MMP proenzyme processing, primary screen, HT1080 RFP-PRO-GFP cells, GFP/RFP fluorescence. GFP/RFP ratio fluorescence, overnight; percent of plate control window, DMSO zero. GFP/RFP ratio change, % at 20 µM. 360,000 tested, 0.061% active;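 active means GFP/RFP ratio change of at least 30% with cell ATP level not reduced by more than half and red fluorescence within 50% of control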; further: strong numbers were not always called active
#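 system = RFP-PRO-GFP reporter HT1080 cells | dosing = 20 µM single dose, 1% DMSO | timing = overnight cell settling, then overnight compound exposure, 37 °C, 5% CO2 | read-out basis = GFP/RFP fluorescence ratio | controls = DMSO and RFP-L50D-GFP cell wells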
# Rpn11 block = Rpn11 (PSMD14) deubiquitinase inhibitors, primary screen, biochemical, fluorescence polarization, uHTS. calls only at 20 µM. 26S proteasome non-ATPase regulatory subunit 14 (Homo sapiens), O00487. human 26S proteasome, Ub4-pepOG fluorescence polarization; 20S core pre-blocked with epoxomicin. AID 588493, 2011. 360,000 tested, 0.59% active;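 active means inhibition at 20 µM, scaled to each plate's controls, above about 33%, limit read from the data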
# SUMO1 PPI mod = modulators of SUMO1 protein-protein interactions, primary screen, biochemical, uHTS; Small ubiquitin-related modifier 1 (Homo sapiens), P63165; SUMO1 binding to a labelled peptide, TR-FRET, 1 h; inhibition, % at 20 µM; 360,000 tested, 0.33% active; AID 602429, 2012; in the data active means inhibition above about 37%
# Target sequence (P63165 whole entry, looked up): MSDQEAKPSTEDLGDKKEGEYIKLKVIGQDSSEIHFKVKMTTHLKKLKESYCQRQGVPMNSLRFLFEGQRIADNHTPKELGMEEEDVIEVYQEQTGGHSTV
# STEP block = STEP phosphatase inhibitors, primary screen, biochemical, fluorescence intensity, uHTS; Tyrosine-protein phosphatase non-receptor type 5 (Homo sapiens), P54829; recombinant STEP, OMFP fluorogenic substrate; inhibition, % at 20 µM; 360,000 tested, 0.25% active; AID 588621, 2011;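 active means inhibition at 20 µM, scaled per plate between control wells, above about 37%, limit read from the data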;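 further: 0% = DMSO with enzyme and substrate and 100% = substrate only without enzyme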
#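 Material: STEP (striatal-enriched tyrosine phosphatase) enzyme, cell-free | Medium: 50 mM Bis-Tris pH 6.0 with 2.5 mM DTT and 0.005% Tween 20 | Read-out: Percent inhibition scaled to no-enzyme and uninhibited-enzyme controls, plate-pattern corrected | Signal: Fluorescence read at 480 nm ex / 540 nm em | Times: 20 min reaction, room temperature, in the dark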
# Active calls of the source: *; i = inactive; . = no result given. No enrichment for hits (roughly 3.9% active in at least one column).
SMILES	Scp-1 inhibitor	NadD block	NRP1-CendR mod	DNMT1 inh	SKN-1 block	LMPTP inh	MT1-MMP act inh	Rpn11 block	SUMO1 PPI mod	STEP block
COc1ccc(/C=C2\CCCc3c2nc2ccc(C)cc2c3C(=O)O)cc1O	-5	-5	3	1	8	-0.3	1	i	6	-4
CC1(C(=O)NC23CC4CC(CC(C4)C2)C3)CC1(Cl)Cl (configuration not stated)	-3	6	0	6	3	-1.1	5	i	4	0
Cc1cc(C(=O)CSc2nn(-c3ccccc3)c(=S)s2)c(C)n1Cc1ccco1	-19	16	-15	7	-16	2.6	-5	i	4	4
O=C(N1CCN(c2ccccc2)CC1)C(F)(F)C(F)(F)F	-3	-3	-4	-3	12	-0.2	2	i	1	2
COc1cc(CCC(=O)OCC(=O)NCc2ccc(Cl)cc2)cc(OC)c1OC	0	-5	-7	-2	4	-0.8	-3	i	0	0
CCCCn1c(SCC2CCCCO2)nc2cc(S(N)(=O)=O)ccc21 (configuration not stated)	-6	-3	-2	-2	-5	-0.9	3	i	2	3
N#CC1=C(SCc2ccccc2Cl)NC(=O)C(C(N)=O)C1 (configuration not stated)	4	3	-9	-1	8	-0.5	7	i	0	2
Cc1ccc(N/N=C(\C#N)C(=N)N2CCOCC2)cc1	-3	0	-10	2	3	0.2	1	i	-8	-4
CCCCCC(=O)Nc1cccc(C2=NOC3(C2)C[C@@H](C(N)=O)N(C(=O)c2cc([N+](=O)[O-])cc([N+](=O)[O-])c2)C3)c1 (some centres not stated)	4	18	10	12	11	-2.1	1	i	-26	1
CCC1CCCCN1S(=O)(=O)c1ccccc1[N+](=O)[O-] (configuration not stated)	-1	0	0	0	4	0.1	0	i	-7	0
CCn1c(N2CCN(CC(=O)c3c(C)n(C)c4ccccc34)CC2)nc2c1c(=O)[nH]c(=O)n2C	38	8	8	-1	1	-1.6	-4	i	-1	-3
CCCCS(=O)(=O)N1CCCC(C(=O)NCCc2ccccc2)C1 (configuration not stated)	-4	-4	-8	0	8	-0.7	-1	i	3	0

# Part of the list above, set out differently.
Scp-1 inhibitor,NadD block,NRP1-CendR mod,DNMT1 inh,SKN-1 block,LMPTP inh,MT1-MMP act inh,Rpn11 block,SUMO1 PPI mod,STEP block,SMILES
-5,-5,3,1,8,-0.3,1,i,6,-4,COc1ccc(/C=C2\CCCc3c2nc2ccc(C)cc2c3C(=O)O)cc1O
-3,6,0,6,3,-1.1,5,i,4,0,CC1(C(=O)NC23CC4CC(CC(C4)C2)C3)CC1(Cl)Cl (configuration not stated)
-19,16,-15,7,-16,2.6,-5,i,4,4,Cc1cc(C(=O)CSc2nn(-c3ccccc3)c(=S)s2)c(C)n1Cc1ccco1
-3,-3,-4,-3,12,-0.2,2,i,1,2,O=C(N1CCN(c2ccccc2)CC1)C(F)(F)C(F)(F)F
0,-5,-7,-2,4,-0.8,-3,i,0,0,COc1cc(CCC(=O)OCC(=O)NCc2ccc(Cl)cc2)cc(OC)c1OC
-6,-3,-2,-2,-5,-0.9,3,i,2,3,CCCCn1c(SCC2CCCCO2)nc2cc(S(N)(=O)=O)ccc21 (configuration not stated)
4,3,-9,-1,8,-0.5,7,i,0,2,N#CC1=C(SCc2ccccc2Cl)NC(=O)C(C(N)=O)C1 (configuration not stated)
-3,0,-10,2,3,0.2,1,i,-8,-4,Cc1ccc(N/N=C(\C#N)C(=N)N2CCOCC2)cc1
4,18,10,12,11,-2.1,1,i,-26,1,CCCCCC(=O)Nc1cccc(C2=NOC3(C2)C[C@@H](C(N)=O)N(C(=O)c2cc([N+](=O)[O-])cc([N+](=O)[O-])c2)C3)c1 (some centres not stated)

# (listing goes on)
SMILES	Scp-1 inhibitor	NadD block	NRP1-CendR mod	DNMT1 inh	SKN-1 block	LMPTP inh	MT1-MMP act inh	Rpn11 block	SUMO1 PPI mod	STEP block
Cc1ccc(OC(=O)c2cncc(Br)c2)c(C)c1	-2	-9	2	6	9	0.7	-4	i	2	0
Cc1cc(Sc2nnc(N)s2)c2ccccc2n1	-2	-3	-6	4	-2	3.0	5	i	-9	-1
Cc1c(OCC(=O)N(C)c2ccccc2)ccc2c3c(c(=O)oc12)CCC3	-8	3	6	1	1	0.6	1	i	-1	2
C[C@@H](NC(=O)/C(C#N)=C/c1ccc(O)c(O)c1)c1ccccc1	-9	-1	-60	7	-10	-1.0	-1	i	-20	0
CCOc1ccc(Cn2c(C)nc([N+](=O)[O-])c2SCC(O)CCl)cc1[N+](=O)[O-] (configuration not stated)	0	-1	0	0	8	0.4	4	i	-21	0
CCn1c(/C(C#N)=C(\O)CCc2ccccc2)nc2ccccc21	-4	0	-3	12	-11	1.7	-41	i	1	0
CSC(=S)NCc1cccnc1	-6	1	6	7	-3	-0.8	2	i	0	-1
N#Cc1cc2ccccc2nc1SCC(=O)NC1CC1	-5	-7	-10	4	14	-1.5	5	i	-8	-3
COc1ccc(C2=CC(c3c(C)nn(-c4ccccc4)c3Cl)n3nnnc3N2)cc1OC (configuration not stated)	-10	5	-33	-15	4	2.2	-20	i	-2	-2
O=C(CCCn1cnc([N+](=O)[O-])n1)Nc1cccc(Cl)c1Cl	6	2	31*	-1	-5	0.1	-5	i	-21	0
COc1cccc(/C=C/C(=O)Nc2ccc3c(c2)OCCO3)c1OC	-7	-4	7	-4	-3	-0.1	2	i	-7	2
CCOC(=O)CC1(NC(=O)C2CCC(=O)N(Cc3ccccc3OC)C2)CCCCC1 (configuration not stated)	-20	2	-10	2	14	-1.1	-5	i	1	4
COc1ccc(N2C(=O)CC(c3cc(OC)c(OC)c(OC)c3)CC2=O)cc1	-7	1	-2	-3	9	-0.7	-1	i	-1	-1
c1csc(C(c2nnnn2C2CCCCC2)N2CCCC3(CCCCC3)C2)c1 (configuration not stated)	-12	4	-6	2	-1	1.3	-6	i	1	7
CCOC(=O)C1CCN(S(=O)(=O)c2cc(F)ccc2OC)CC1	-3	4	8	-1	5	0.2	0	i	-1	-2
Cc1c(NC(=O)CSc2ccc3c(c2)OCCO3)c(=O)n(-c2ccccc2)n1C	-5	-2	12	9	44*	0.1	0	i	2	2
NC(=O)[C@@H]1CCCN1C(=O)c1ccc2nc(Cc3cccc(Cl)c3)oc2c1	-4	-2	2	0	8	-1.8	-1	i	-6	0
COc1cc(NC(=S)NN2CCN(C)CC2)cc(OC)c1OC	-8	-2	-10	-1	6	-4.6	1	i	3	2
O=C(NC1CCCC1)C(c1ccccc1)n1c(-c2ccc3c(c2)CCO3)nc2ccccc21 (configuration not stated)	.	.	5	.	2	0.6	5	.	-3	.
CSCCC(NC(=O)c1ccccc1)C(=O)Nc1ccc(C)cc1 (configuration not stated)	-7	-3	-2	-1	6	-1.8	-4	i	-5	-2
Cc1cccc(C(=O)NC(=S)Nc2c(C)n(C)n(-c3ccccc3)c2=O)c1	0	0	6	-1	3	-0.2	13	i	-2	2
CCOc1ccc(S(=O)(=O)Nc2ccc(S(=O)(=O)N3CCOCC3)cc2)cc1	-5	-10	0	2	-16	0.0	3	i	5	-1
O=C(COc1ccccc1)Nc1ccccc1N1CCN(c2ccccc2)CC1	7	5	10	-4	14	3.2	-7	i	0	1
Cc1ccc(Cl)cc1NC(=O)C(NS(=O)(=O)c1cccs1)c1ccccc1 (configuration not stated)	-8	-2	-6	5	-4	-2.4	-1	i	-2	-6
COc1ccc([C@H]2CC(=O)C=C(c3ccc(C(=O)O)cc3)C2)cc1OC	2	-2	15	-2	9	1.8	1	i	-22	2
O=C(NNC1CC(=O)N(c2ccc(Br)cc2)C1=O)c1cccnc1 (configuration not stated)	-5	2	4	1	18	-1.0	1	i	-2	1
O=C(Nc1cc(F)cc(F)c1)c1ccc(NCCCN2CCCCCC2)c([N+](=O)[O-])c1	-3	-5	8	2	4	-1.1	-9	i	-28	-1
COc1ccccc1/C=C/C=N/n1c(-c2ccc(Cl)cc2)n[nH]c1=S	0	13	9	-1	20	3.0	3	i	-5	2
CN(CC(=O)NCc1ccco1)C(=O)C1CC(=O)N(c2ccc3c(c2)OCCO3)C1 (configuration not stated)	2	-1	-5	3	-8	-0.3	-1	i	1	-2
COc1ccc(/C=C/c2c(-c3ccccc3OC)sc3ccccc23)cc1OC	-1	1	8	-8	1	1.9	-2	i	6	-1
COc1ccc(-c2ccc(SCC(=O)N3CC(=O)Nc4ccccc43)nn2)cc1	-7	-4	7	-1	11	-0.1	6	i	2	-1
CCC(C(=O)Nc1ccc(S(=O)(=O)N(C)C2CCN(C)CC2)cc1)c1ccccc1 (configuration not stated)	-7	-4	4	-3	-9	-0.7	0	i	-6	2
COc1ccc(-c2cc(N)n(S(=O)(=O)c3c(F)c(F)c(F)c(F)c3F)n2)cc1OC	5	-3	26*	-11	-20	0.6	4	i	21	-1
Cc1nn(C)c(C)c1CN(C)C(=O)c1cc2nc(-c3ccco3)cc(C(F)(F)F)n2n1	-3	9	10	2	-3	-1.3	3	i	-9	-2
